Bioassay records (PubChem)
PfHsp90 set2 = growth inhibition of PfHsp90-expressing yeast, primary screen, antimalarial PfHsp90 inhibitor project, S. cerevisiae, BacTiter-Glo luminescence, single point, set 2; BacTiter-Glo ATP, 48 h; yeast lacking PDR1 and PDR3 efflux regulators; inhibition, % at 9.4 µM; 310,000 compounds, 0.32% hits;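 active = every replicate shows inhibition above about 80%, whatever the replicate mean, limit read from the data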;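 also: 0% = DMSO neutral controls and 100% = 20 µM radicicol positive controls; yeast relying on Plasmodium falciparum Hsp90 in place of its own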
DAGLB inhibitor = DAGLB lipase inhibitors, primary screen, biochemical, fluorescence, HTS; Diacylglycerol lipase-beta (Homo sapiens), Q8NCG7; HEK293T DAGLB membrane lysate, EnzChek fluorogenic substrate; inhibition, % at 5.17 µM; 340,000 compounds, 0.059% hits; AID 504411, 2011; in the data active = inhibition above about 34%;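 also: 0% = enzyme with vehicle and 100% = wells lacking enzyme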
Target sequence (Q8NCG7 whole entry, looked up): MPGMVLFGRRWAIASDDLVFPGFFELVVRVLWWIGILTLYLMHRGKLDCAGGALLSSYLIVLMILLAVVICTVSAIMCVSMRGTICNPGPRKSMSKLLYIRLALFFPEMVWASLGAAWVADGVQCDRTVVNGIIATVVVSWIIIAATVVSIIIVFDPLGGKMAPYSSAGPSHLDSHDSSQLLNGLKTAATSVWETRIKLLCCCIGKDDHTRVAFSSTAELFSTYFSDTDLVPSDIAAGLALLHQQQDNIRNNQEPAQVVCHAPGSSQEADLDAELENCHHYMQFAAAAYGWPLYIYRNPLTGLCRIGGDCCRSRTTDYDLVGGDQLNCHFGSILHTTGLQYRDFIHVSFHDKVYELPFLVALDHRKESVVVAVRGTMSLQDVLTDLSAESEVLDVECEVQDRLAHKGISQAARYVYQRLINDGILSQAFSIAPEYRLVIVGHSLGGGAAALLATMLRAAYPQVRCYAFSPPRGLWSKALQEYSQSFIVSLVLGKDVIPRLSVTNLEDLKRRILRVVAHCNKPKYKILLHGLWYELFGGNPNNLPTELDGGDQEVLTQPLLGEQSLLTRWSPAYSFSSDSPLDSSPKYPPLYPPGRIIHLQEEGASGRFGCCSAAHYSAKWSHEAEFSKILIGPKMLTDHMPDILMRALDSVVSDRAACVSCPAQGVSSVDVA
CAL PDZ inh = CAL PDZ peptide-binding inhibitors, primary screen, biochemical, fluorescence polarization, Cer-tagged CAL PDZ, HTS. Golgi-associated PDZ and coiled-coil motif-containing protein (Homo sapiens), Q9HD26. purified CAL PDZ, TMR-peptide fluorescence polarization, 1 h. inhibition, % at 20 µM. 330,000 compounds, 0.02% hits;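 active = highest replicate inhibition of at least 40%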;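 also: plate controls were DMSO neutral control wells for no effect and unlabeled competitor peptide control wells for full effect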
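Material: tagged CAL PDZ protein CerCALP, purified; buffer or medium: sodium phosphate/NaCl buffer pH 7.4 with TCEP, IgG, Thesit; also added: fluorescent TMR peptide probe; schedule: 1 h incubation at room temperature before polarization reading; technique: fluorescence polarization from S- and P-plane intensities, G-factor corrected; control set: unlabelled peptide and DMSO controls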
PvdQ acylase = P. aeruginosa PvdQ acylase inhibitors, primary screen, biochemical, fluorescence, plate reader and imaging, single point; PvdQ acylase [Pseudomonas aeruginosa LESB58]; purified PvdQ acylase; inhibition, % at 10 µM; 340,000 compounds, 0.063% hits; in the data active = inhibition above about 30%, passing the limit was not always enough;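 also: 0% = vehicle neutral wells and 100% = reference inhibitor wells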
Tat transport = E. coli Tat export inhibitors, primary screen, MC4100, TorA-mCherry reporter, fluorescence, single point; inhibition, % at 10 µM; 340,000 compounds, 0.036% hits; AID 488895, 2010;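 active = mean replicate inhibition at least 50% and at least half of replicates individually reaching 50%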;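 also: exported cargo escapes ClpAP degradation while cytoplasmic cargo is degraded and loses fluorescence; 0% = median of neutral control wells and 100% = median of NaSCN control wells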
phage Ecoli inh = growth loss of phage-infected E. coli, primary screen, RecBCD inhibitor project, absorbance, with phage, HTS; inhibition, % at 11.9 µM; 360,000 compounds, 0.26% hits; AID 651602, 2012; in the data active = inhibition above about 11%
AddAB inh = growth inhibition of E. coli expressing H. pylori AddAB, primary screen, AddAB inhibitor project, absorbance; inhibition, % at 11.9 µM; 330,000 compounds, 0.29% hits; in the data active = inhibition above about 12%;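 also: 0% = vehicle wells of infected cells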
E coli growth = E. coli V3065 growth inhibition, primary screen, counter-screen for AddAB inhibitor project, absorbance, OD600; 18 h; inhibition, % at 11.9 µM; 330,000 compounds, 0.27% hits; AID 449728, 2010;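 active = inhibition above the campaign's mean inhibition across all tested compounds plus 3 SD, cut at about 9.9% in these data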;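 also: uninfected addAB+ strain grown without phage in ampicillin broth; 0% = DMSO wells and 100% = ciprofloxacin 0.95 µg/ml wells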
Rtt109 Vps75 = inhibitors of C. albicans Rtt109/Vps75 HAT, primary screen, biochemical, ThioGlo CoA-SH fluorescence, plate reader | Histone acetyltransferase RTT109 (Candida albicans (strain SC5314 / ATCC MYA-2876)), … | purified Rtt109/Vps75, 4 h | inhibition, % at 34.9 µM | 330,000 compounds, 0.16% hits;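 active = inhibition of at least 50% in every replicate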
Target sequence (Q5AAJ8 whole entry, looked up): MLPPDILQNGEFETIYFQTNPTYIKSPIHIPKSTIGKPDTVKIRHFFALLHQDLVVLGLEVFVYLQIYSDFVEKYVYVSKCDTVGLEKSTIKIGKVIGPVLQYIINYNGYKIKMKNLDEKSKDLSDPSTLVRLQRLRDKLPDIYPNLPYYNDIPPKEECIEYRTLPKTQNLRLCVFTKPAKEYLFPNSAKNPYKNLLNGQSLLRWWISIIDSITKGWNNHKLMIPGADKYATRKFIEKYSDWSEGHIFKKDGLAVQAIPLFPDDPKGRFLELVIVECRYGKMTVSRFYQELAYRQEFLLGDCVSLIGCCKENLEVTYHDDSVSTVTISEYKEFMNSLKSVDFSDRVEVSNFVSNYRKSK
Wnt bcat act = Wnt/beta-catenin pathway activators, primary screen, cell-based, plate reader, single point. Wnt/beta-catenin reporter cell assay, activator. activation, % at 9.35 µM. 300,000 compounds, 1.2% hits; in the data active = activation above about 30%, passing the limit was not always enough;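 also: 0% = neutral control wells and 100% = positive control wells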
* marks the source's active call; other numbers are inactive results; . = not tested or not shown. Rows are unselected; 1.9% or so of the library scored in one or more.

SMILES	PfHsp90 set2	DAGLB inhibitor	CAL PDZ inh	PvdQ acylase	Tat transport	phage Ecoli inh	AddAB inh	E coli growth	Rtt109 Vps75	Wnt bcat act
COCCn1c(SCC(=O)Nc2cc(C)on2)nnc1C(C)C	12	-2	5.2	-9	18	0.6	3.2	-2.9	8	-2
Cc1cc(C)n2nc(SCc3ncc(-c4ccccc4)o3)nc2n1	-11	-3	-0.9	-1	2	2.8	2.8	-1.8	3	.
CCOc1c(C)cnc2c1c(=O)n(Cc1ccccc1Cl)c(=O)n2C	4	-5	-0.7	-7	-2	3.8	0.9	-2.5	-1	-4
CCC(Sc1nc2ccc(N)cc2s1)C(=O)Nc1nccs1 (stereo not drawn)	.	4	-1.4	-5	-8	-0.7	-1.8	-2.4	.	.
Nc1ccc2cccc(O)c2c1	.	5	0.2	2	1	1.2	.	.	4	-4
CCOc1ncccc1C(=O)OCC(=O)Nc1ccc(C(N)=O)cc1	-26	3	-1.2	-4	2	2.3	5.9	0.6	-2	-2
COc1ccc(C(CNC(=O)COc2cccc(C(F)(F)F)c2)N2CCCC2)cc1 (stereo not drawn)	30	1	0.3	-14	5	2.5	0.3	-1.4	0	-3
Cc1ccc(S(=O)(=O)N2CCN(C(=O)COC(=O)C3CC3C)CC2)c(C)c1 (stereo not drawn)	5	-1	0.0	-9	6	-0.8	2.7	2.6	0	-2
COc1ccc(NC(=O)CN(C)CC(=O)Nc2cccc(S(=O)(=O)N(C)c3ccccc3)c2)cc1	7	-3	-0.4	0	-4	-1.5	0.8	0.6	7	-3
Cc1cc(NC(=O)c2c(F)cccc2Cl)no1	-8	2	-1.5	-9	4	4.1	-1.5	-3.9	.	6
Nn1c(SCc2cccc(Br)c2)nnc1-c1cccnc1	-37	-6	-1.1	-17	0	3.3	-0.8	-0.4	-3	-3
Cc1ccc(CNC(=O)CN(C(=O)C2(C)CC(=O)N=C3C=CC=CN32)c2cccc(C)c2C)cc1 (stereo not drawn)	14	0	0.0	-16	8	2.6	4.4	-1.8	-3	1
CCOC(=O)C1CCN(c2c(NCCN3CCCCC3C)c(=O)c2=O)CC1 (stereo not drawn)	-3	-4	0.2	-4	4	2.5	1.4	-0.6	-2	-2
COCCn1c(=O)[nH]c2cc(C(=O)NCc3cccnc3)ccc2c1=O	21	-2	-0.9	-23	-3	3.3	2.5	0.8	-4	.
CC(C)c1ccc(NC(=O)CCNS(=O)(=O)c2cccc3nonc23)cc1	.	-1	0.1	-5	-3	5.1	2.2	3.0	0	-7
Cc1csc2nc(CNS(=O)(=O)c3ccc4c(c3)OCCO4)cn12	-6	-2	-0.6	-3	-3	3.7	-0.3	-1.5	-2	-2
CCN(c1ccccc1)S(=O)(=O)c1ccc(Cl)c(C(=O)NCc2ccco2)c1	1	-3	-3.1	-14	0	-1.9	2.3	1.9	5	-6
CN(C(=O)CSc1nc(N)nn1-c1ccccc1)c1ccccc1	19	0	1.0	-11	-7	1.4	0.4	0.6	7	0
COc1ccccc1OCCNC(=O)c1c(-c2ccccc2Cl)noc1C	1	-3	0.4	-13	-7	-1.1	0.6	-1.9	2	-1
COc1ccc(CN2CCNC(=O)C2CC(=O)NCCCn2cccn2)c(OC)c1 (stereo not drawn)	6	0	-1.5	-1	1	4.2	0.6	1.3	-2	-4
CC(=O)Nc1cc(C(=O)N2CCCC2)ccc1Sc1ccc(Cl)cc1	-7	-1	-0.2	-5	4	1.6	-0.9	-1.3	-5	.
Cc1ccc2nc(NNC(=O)c3ccc4c(c3)OCCO4)sc2c1	14	2	-2.0	2	0	0.8	2.5	-1.4	22	2
CN(CCC1CCOCC1)Cc1nc(Cc2ccccc2F)no1	4	1	-0.7	-2	-5	-0.6	2.1	-0.6	0	-1
CCOCCC(=O)Nc1nnc(CCc2ccccc2)s1	11	0	-0.1	1	-2	-1.4	.	.	4	-1
CC(C)(C)c1ccc(C(=O)NC(=S)Nn2cnnc2)cc1	20	-1	0.1	-8	-7	0.6	2.0	-2.2	-2	10
Cc1ccc(S(=O)(=O)NCCC(c2ccc(F)cc2)c2ccco2)cc1 (stereo not drawn)	1	-9	-0.7	-3	6	5.5	4.8	1.9	0	-1
CCOc1ccc(-c2nc(C#N)c(NCC(C)C)o2)cc1	8	-3	0.3	22	-4	3.3	0.5	1.4	-9	.
O=C1NC[C@H](c2ccccc2)N(CCc2cccc(F)c2)C1=O	-25	-3	-0.6	-18	8	2.2	1.1	-1.7	1	-2
Cc1cccc(C(=O)N2CCN(c3ccc(C(F)(F)F)cn3)CC2)c1C	-19	-4	1.7	-7	3	-0.2	5.3	-1.9	10	.
CCn1c(CC(=O)Nc2ccccc2)nnc1SCC(=O)N1CCOCC1	-20	0	0.3	-6	-5	-1.6	-1.3	-1.0	-7	3
CCC(C)(C)NC(=O)Cc1ccc(C)cc1	26	-2	-1.5	-13	2	0.2	3.6	-0.2	-8	1
COc1ccc(NC(=O)c2cccs2)c([N+](=O)[O-])c1	-1	-2	.	1	-1	4.3	2.9	-0.3	-2	.
CCCCCCCOc1ccc(C(=O)Nc2cccnc2)cc1	-5	1	-0.3	-15	-5	2.4	1.8	-2.5	1	11
CSC1=NCCN1C(=O)c1c(-c2ccccc2Cl)noc1C	0	2	-0.2	-8	-10	0.0	2.0	-1.6	0	-2
CC(=O)Nc1ccc(CN2CCN(c3cccc(C(F)(F)F)c3)CC2)cc1	-3	1	-0.2	8	3	2.0	-4.8	-2.3	3	-4
CC(C)CC(NC(N)=O)C(=O)Nc1ccc(Oc2ccccc2)cc1 (stereo not drawn)	-3	1	-2.8	-5	1	1.6	5.8	4.5	7	-2
O=S(=O)(c1ccc(=S)[nH]c1)N1CCN(Cc2ccccc2)CC1	.	4	-0.4	-1	-1	1.5	0.4	-0.3	-13	-1
CC(NC(=O)CC1SC(N)=NC1=O)c1ccccc1 (stereo not drawn)	-15	-1	-0.9	-13	2	4.5	5.4	-0.1	-3	5
CNC(=O)COc1cccc(C(=O)NCc2ccccc2)c1	-14	-1	-2.3	5	5	2.4	2.6	0.3	-2	2
O=C(COC(=O)c1ccccc1Cl)NC1CCCCCC1	-21	-2	0.6	-4	7	3.0	1.5	0.0	6	-4
CC(C)Sc1nc2c(cnn2-c2ccccc2)c(=O)[nH]1	10	-1	-2.1	-2	-5	2.5	2.3	-0.3	-4	-1
COc1ccc(-c2sc3cc4c(cc3c2C#Cc2ccc(N)cc2)OCO4)cc1	9	2	-0.2	-23	-13	0.3	-0.4	-1.8	-4	-3
CN1CCN(C(=O)C2=C[C@@H](C3CCCCC3)C[C@@H](OCCCCO)O2)CC1	4	0	-0.5	-10	2	3.6	1.9	-2.4	1	1
CCCc1cc(=O)n2[nH]c(C)c(-c3ccc(OC)cc3)c2n1	-3	0	19	-7	1	1.1	1.1	-2.8	-3	-1
CCC(C(=O)NC(C)(C)C)N(C(=O)c1ccc(Cl)nc1)C1CCCC1 (stereo not drawn)	.	-1	-1.3	-8	8	0.4	0.6	-0.3	-4	1

As entered above:
Result of CNC(=O)COc1cccc(C(=O)NCc2ccccc2)c1 under Rtt109 Vps75: -2
Result of CC(NC(=O)CC1SC(N)=NC1=O)c1ccccc1 (stereo not drawn) under phage Ecoli inh: 4.5

More records follow.
SMILES	PfHsp90 set2	DAGLB inhibitor	CAL PDZ inh	PvdQ acylase	Tat transport	phage Ecoli inh	AddAB inh	E coli growth	Rtt109 Vps75	Wnt bcat act
CCc1cccc(NC(=O)Nc2cccs2)c1	20	-3	-0.6	-13	-6	4.0	2.1	2.9	5	.
COCCn1c(=N)c(C(=O)NCc2ccco2)cc2c(=O)n3cc(C)ccc3nc21	-3	-1	0.4	0	-15	1.2	7.0	2.5	.	5
CC1=C(C(=O)OCC2CCCO2)C(c2coc3ccccc3c2=O)C2=C(CC(C)(C)CC2=O)N1 (stereo not drawn)	-29	2	-2.6	-14	7	4.4	0.2	1.5	-16	-3
O=S(Cc1ccc(Br)cc1)Cc1nnc(SCc2c(F)cccc2Cl)n1-c1ccccc1 (stereo not drawn)	-26	-1	-1.0	2	15	0.9	1.7	0.9	-20	-5
CCCOc1ccc(C(=O)NNC(=S)NC(=O)CC)cc1	74	4	-1.3	-7	-29	3.9	-2.4	-1.2	-4	.
CN1C2CCC1CC(NC(=O)c1cccc(C(F)(F)F)c1)C2 (stereo not drawn)	2	-1	0.2	-10	-5	3.0	-1.6	0.6	4	1
N#Cc1cccc(C(c2nnnn2Cc2ccccc2)N2CCCC2)c1 (stereo not drawn)	2	-4	-2.7	2	1	-0.5	3.1	1.4	8	-1
CSc1c(C#N)c(N)nc2sc(C(=O)c3ccccc3)c(N)c12	3	-3	0.0	6	-4	0.6	-1.7	-2.6	-13	15
CC(C)CCN1CCN(Cc2ccc3nsnc3c2)CC1CCO (stereo not drawn)	-19	-1	-1.5	-7	6	6.2	0.2	0.3	.	-3
COC(=O)CN(c1ccccc1)S(=O)(=O)c1ccc(F)cc1	5	0	-2.0	-21	-11	0.0	4.7	1.5	-12	.
O=[N+]([O-])c1ccc(C=Nc2ccc(Cl)cc2Cl)s1	110*	0	-1.9	-9	-4	4.6	2.1	-1.2	-10	-14
COCCN(C(=O)CCc1nnc(Cc2c[nH]c3ccccc23)o1)C(C)C	31	-4	7.5	1	3	-1.2	4.3	-2.4	12	2

Gathered by group, the entries above with an aryl methoxy group.
SMILES	PfHsp90 set2	DAGLB inhibitor	CAL PDZ inh	PvdQ acylase	Tat transport	phage Ecoli inh	AddAB inh	E coli growth	Rtt109 Vps75	Wnt bcat act
COc1ccc(C(CNC(=O)COc2cccc(C(F)(F)F)c2)N2CCCC2)cc1 (stereo not drawn)	30	1	0.3	-14	5	2.5	0.3	-1.4	0	-3
COc1ccc(NC(=O)CN(C)CC(=O)Nc2cccc(S(=O)(=O)N(C)c3ccccc3)c2)cc1	7	-3	-0.4	0	-4	-1.5	0.8	0.6	7	-3
COc1ccccc1OCCNC(=O)c1c(-c2ccccc2Cl)noc1C	1	-3	0.4	-13	-7	-1.1	0.6	-1.9	2	-1
COc1ccc(CN2CCNC(=O)C2CC(=O)NCCCn2cccn2)c(OC)c1 (stereo not drawn)	6	0	-1.5	-1	1	4.2	0.6	1.3	-2	-4
COc1ccc(NC(=O)c2cccs2)c([N+](=O)[O-])c1	-1	-2	.	1	-1	4.3	2.9	-0.3	-2	.
COc1ccc(-c2sc3cc4c(cc3c2C#Cc2ccc(N)cc2)OCO4)cc1	9	2	-0.2	-23	-13	0.3	-0.4	-1.8	-4	-3
CCCc1cc(=O)n2[nH]c(C)c(-c3ccc(OC)cc3)c2n1	-3	0	19	-7	1	1.1	1.1	-2.8	-3	-1
